Screens: PubChem BioAssay, The Scripps Research Institute Molecular Screening Center
GSTO1 counter – GSTO1 inhibition, counter-screen for RBBP9 inhibitors; P78417; recombinant GSTO1, activity-based probe fluorescence polarization; inhibition, % at 5.96 µM; 1.1% of 300,000 active;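 active = inhibition above the campaign mean inhibition plus 3 SD, cut at about 35% in these data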;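 note: 0% = GSTO1-1 with DMSO and 100% = wells lacking GSTO1-1 enzyme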
Target sequence (P78417 whole entry, looked up): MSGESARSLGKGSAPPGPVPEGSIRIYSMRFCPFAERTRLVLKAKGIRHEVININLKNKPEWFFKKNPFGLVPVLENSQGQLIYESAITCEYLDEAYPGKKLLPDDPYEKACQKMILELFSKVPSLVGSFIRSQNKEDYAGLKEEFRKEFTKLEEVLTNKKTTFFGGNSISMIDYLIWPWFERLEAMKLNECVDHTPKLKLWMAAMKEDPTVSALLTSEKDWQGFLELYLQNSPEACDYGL
LYPLA1 inh – counter-screen for PME1 inhibitors: inhibitors of human LYPLA1 | recombinant LYPLA1, FP-Rh probe fluorescence polarization | O75608 | inhibition, % at 5.9 µM | 0.16% of 320,000 active;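 active = inhibition above the mean of all tested compounds plus 3 SD, set per campaign, cut at about 14% in these data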;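 note: inhibitors block serine hydrolase probe labeling of LYPLA1 so polarization falls; 0% = enzyme with DMSO and 100% = wells lacking LYPLA1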
Target sequence (O75608 whole entry, looked up): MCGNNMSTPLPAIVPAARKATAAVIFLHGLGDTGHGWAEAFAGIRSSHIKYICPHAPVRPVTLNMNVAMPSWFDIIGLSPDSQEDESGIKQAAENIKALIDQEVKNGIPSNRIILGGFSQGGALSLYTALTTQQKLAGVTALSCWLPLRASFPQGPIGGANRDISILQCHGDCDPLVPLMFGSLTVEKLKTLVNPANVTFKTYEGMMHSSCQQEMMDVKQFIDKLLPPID
PAFAH1B2 FP inh – PAFAH1B2 (human) inhibition. P68402. recombinant PAFAH1B2, FP-rhodamine activity probe, fluorescence polarization. inhibition, % at 3.39 µM. 1.2% of 340,000 active. AID 492953;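 active = inhibition above the mean of all tested compounds plus 3 SD, cut at about 24% in these data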;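 note: 0% = enzyme with DMSO and 100% = wells lacking PAFAH1B2; many of its hits are not listed in these tables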
PAFAH1B3 inh – inhibitors of human PAFAH1B3; AID 492972; 0.28% of 340,000 active; inhibition, % at 3.39 µM; recombinant PAFAH1B3, FP-rhodamine probe, fluorescence polarization;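 active = inhibition above the screen-wide average of all tested compounds plus 3 SD, cut at about 25% in these data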;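 note: 0% = enzyme with DMSO only and 100% = wells lacking PAFAH1B3 protein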
PAD4 inh – PAD4 (human) enzyme inhibition; 0.41% of 330,000 active; inhibition, % at 6.36 µM; recombinant PAD4, RCA probe fluorescence polarization;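 active = percent inhibition above a cutoff equal to the mean of all tested compounds plus 3 SD, cut at about 15% in these data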;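 note: 0% = PAD4 with RCA probe and DMSO and 100% = probe without PAD4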
PME-1 inh – PME-1 (human) inhibition; recombinant PME-1, FP-Rh probe fluorescence polarization; inhibition, % at 5.9 µM; 0.53% of 320,000 active; AID 2130;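 active = inhibition above the campaign mean of all compounds plus 3 SD, cut at about 26% in these data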;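 note: competitive labeling of PME-1 active site by serine hydrolase directed probe; 0% = PME-1 with DMSO and 100% = wells lacking PME-1 enzyme; inhibitors block probe labeling so polarization falls and inhibition rises; many of its hits are not listed in these tables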
pPAFAH inh – inhibitors of human plasma PAF acetylhydrolase (pPAFAH); inhibition, % at 3.39 µM; recombinant pPAFAH, FP-rhodamine probe fluorescence polarization; 1.5% of 330,000 active; Q13093; AID 463082;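 active = inhibition above the mean inhibition across the screen plus 3 SD, cut at about 25% in these data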;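 note: inhibitors block binding of the rhodamine activity-based probe so polarization drops; 0% = enzyme with DMSO and 100% = wells lacking pPAFAH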
Target sequence (Q13093 whole entry, looked up): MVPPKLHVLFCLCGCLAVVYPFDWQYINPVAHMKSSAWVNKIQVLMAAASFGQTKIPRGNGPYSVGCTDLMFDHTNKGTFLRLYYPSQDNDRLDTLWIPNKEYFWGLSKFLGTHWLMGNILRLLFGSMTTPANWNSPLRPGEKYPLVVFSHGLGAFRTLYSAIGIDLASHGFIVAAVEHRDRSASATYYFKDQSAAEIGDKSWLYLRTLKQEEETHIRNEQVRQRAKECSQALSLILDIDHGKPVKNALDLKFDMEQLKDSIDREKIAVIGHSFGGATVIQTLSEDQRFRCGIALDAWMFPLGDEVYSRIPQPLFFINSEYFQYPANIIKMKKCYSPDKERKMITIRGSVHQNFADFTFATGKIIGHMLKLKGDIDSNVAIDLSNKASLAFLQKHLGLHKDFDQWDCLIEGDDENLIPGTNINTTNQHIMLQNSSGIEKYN
PAFAH2 inh – inhibitors of human PAFAH2; Q99487; recombinant PAFAH2, FP-rhodamine activity probe, fluorescence polarization; inhibition, % at 3.39 µM; 0.99% of 340,000 active; AID 492956;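 active = inhibition above the mean over all tested compounds plus 3 SD, cut at about 30% in these data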;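 note: inhibitors block probe labeling of enzyme so polarization drops; 0% = enzyme with DMSO and 100% = wells lacking PAFAH2 protein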
Fam108B inh – Fam108B inhibition, counter-screen for RBBP9 inhibitors | recombinant Fam108B, FP-Rh probe fluorescence polarization | 0.33% of 300,000 active | AID 1947 | inhibition, % at 9.51 µM;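 active = inhibition above the screen mean inhibition plus 3 SD, computed separately per campaign, cut at about 18% in these data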;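 note: inhibitors lower polarization as less probe binds the enzyme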
The depositor's hits bear a star; . = not tested or not shown. This is a subset (hit frequency here may not be typical).

entry	Molecule	GSTO1 counter	LYPLA1 inh	PAFAH1B2 FP inh	PAFAH1B3 inh	PAD4 inh
1	COc1cc(OC)c(-c2cc(C(=O)O)ccc2OC)c(OC)c1	2	-5	4	-4	2
2	COc1cc(OC)cc(-c2nnc(NC(=O)CCS(=O)(=O)c3ccccc3)o2)c1	15	-4	5	2	3
3	O=C(Cn1c(=O)c2c(ncn2C2CCCC2)n(Cc2ccccc2)c1=O)N1CCc2ccccc21	-3	0	5	6	-1
4	N#C/C(=C(/O)CSc1ccccc1C(=O)O)c1nc2ccccc2s1	26	2	9	5	2
5	CC(=O)c1c(C)nc(-c2ccccc2)n1O	-7	0	2	0	-2
6	CCOc1ccc(NC(=O)CC2C(=O)N(CC)C(=S)N2NC(=O)c2ccncc2)cc1 (centres undefined)	4	1	6	3	-2
7	CCCS(=O)(=O)N1CCN(Cc2ccc([N+](=O)[O-])cc2)CC1	-5	4	3	4	-7
8	COc1cccc(CNC(=O)C(C)n2nc(C)n3c(cc4occc43)c2=O)c1 (centres undefined)	4	0	2	4	0

entry	PME-1 inh	pPAFAH inh	PAFAH2 inh	Fam108B inh
1	-7	2	2	-5
2	-1	-3	6	0
3	-3	1	-1	-1
4	0	6	4	3
5	-2	-2	-5	3
6	-4	-3	2	-2
7	5	-1	-3	-2
8	6	1	10	-1

Next section:
entry	Molecule	GSTO1 counter	LYPLA1 inh	PAFAH1B2 FP inh	PAFAH1B3 inh	PAD4 inh
9	Cc1ccc(S(=O)(=O)N(CC(=O)NCc2ccncc2)Cc2ccccc2F)cc1	2	5	6	3	5
10	Cc1[nH][nH]c(=O)c1/C=N/N1CCOCC1	4	-3	5	1	-2
11	O=C(Nc1ccccc1Cl)NC1(C(=O)N2CCC(O)CC2)CCCCC1	7	-5	4	-1	5
12	CN(CC(=O)Nc1cc(Cl)cc(Cl)c1)Cc1cccs1	-3	-3	6	-2	-4
13	COc1cc(C2NC(=O)NC(C)=C2C(=O)OC2CCC(C)CC2)ccc1O (centres undefined)	-13	-2	2	6	-1
14	O=C(CN(CC1CCCO1)C(=O)CNS(=O)(=O)c1ccc(F)cc1)NCCc1ccccc1 (centres undefined)	5	-2	8	2	-2
15	CCC(C)[C@H](NC(=O)NCc1ccc(Cl)cc1)C(=O)OC (some centres undefined)	-9	2	2	5	-3
16	O=C1CC(=C(c2ccccc2)c2ccccc2)C(=O)N1CCN1CCN(c2cccc(Cl)c2)CC1	-7	-1	0	-3	0

entry	PME-1 inh	pPAFAH inh	PAFAH2 inh	Fam108B inh
9	5	5	8	1
10	0	-1	6	2
11	-10	-3	7	-1
12	-8	6	3	-6
13	0	3	6	-3
14	-1	13	17	5
15	1	7	2	0
16	-8	6	-4	-4

New compounds follow.
entry	Molecule	GSTO1 counter	LYPLA1 inh	PAFAH1B2 FP inh	PAFAH1B3 inh	PAD4 inh
17	c1ccc2c(c1)ncn2-c1ccc(-c2ccnc(-c3ccncc3)n2)cc1	-3	-1	1	6	-1
18	CCCN(Cc1nnc(-c2ccccc2Cl)o1)C(=O)c1cccc(S(=O)(=O)N2CCOCC2)c1	3	2	-1	-4	10
19	S=c1[nH]nc(C2CCCCC2)n1/N=C/c1ccc(Br)cc1	1	2	1	-4	-2
20	CCOc1ccc(/C=N/NC(=O)c2ccc(Cn3cc([N+](=O)[O-])cn3)o2)cc1	0	-1	1	2	-2
21	COc1ccc(N(CCC#N)C(=O)/C(C#N)=C/c2cccs2)cc1	10	0	5	9	-5
22	CCCS(=O)(=O)N1CCCC(C(=O)Oc2ccc(C)c(C)c2)C1 (centres undefined)	5	-3	5	2	-2
23	O=C(Nc1ccc2nc(-c3ccc4nc[nH]c4c3)[nH]c2c1)c1cccs1	-35	-15	7	17	-4
24	Nc1ncc(-c2ccccc2)n1CC1CCCO1 (centres undefined)	13	3	-2	-2	3

entry	PME-1 inh	pPAFAH inh	PAFAH2 inh	Fam108B inh
17	-2	-4	-2	-7
18	12	4	3	2
19	-3	-2	-2	2
20	-5	-2	1	-3
21	1	-2	-2	1
22	-4	2	-1	0
23	-78	13	1	11
24	-4	-1	-5	0

Arranged by formula weight (highest first): some entries from above
entry	Molecule	GSTO1 counter	LYPLA1 inh	PAFAH1B2 FP inh	PAFAH1B3 inh	PAD4 inh
16	O=C1CC(=C(c2ccccc2)c2ccccc2)C(=O)N1CCN1CCN(c2cccc(Cl)c2)CC1	-7	-1	0	-3	0
19	S=c1[nH]nc(C2CCCCC2)n1/N=C/c1ccc(Br)cc1	1	2	1	-4	-2
23	O=C(Nc1ccc2nc(-c3ccc4nc[nH]c4c3)[nH]c2c1)c1cccs1	-35	-15	7	17	-4
22	CCCS(=O)(=O)N1CCCC(C(=O)Oc2ccc(C)c(C)c2)C1 (centres undefined)	5	-3	5	2	-2
21	COc1ccc(N(CCC#N)C(=O)/C(C#N)=C/c2cccs2)cc1	10	0	5	9	-5
24	Nc1ncc(-c2ccccc2)n1CC1CCCO1 (centres undefined)	13	3	-2	-2	3

entry	PME-1 inh	pPAFAH inh	PAFAH2 inh	Fam108B inh
16	-8	6	-4	-4
19	-3	-2	-2	2
23	-78	13	1	11
22	-4	2	-1	0
21	1	-2	-2	1
24	-4	-1	-5	0

Next part.
entry	Molecule	GSTO1 counter	LYPLA1 inh	PAFAH1B2 FP inh	PAFAH1B3 inh	PAD4 inh
25	COc1ccc(Cc2nnc(NC(=O)CSc3ccc(C)cc3)s2)cc1OC	-2	4	-59	-5	1
26	CC(C)NS(=O)(=O)c1ccc(OCC(=O)Nc2ccc(F)cc2F)cc1	2	-1	1	7	1
27	CCOc1cc(S(=O)(=O)NCc2cccnc2)c(C)cc1C	2	2	2	12	-5
28	COc1cc(/C=C/c2ccc3cccc([N+](=O)[O-])c3n2)ccc1OCC(=O)O	12	8	3	9	-6
29	CCCCC(=O)NCCNc1nc2c(c(=O)n(C)c(=O)n2C)n1Cc1ccc(F)cc1	3	-1	0	9	0
30	Cc1ccc(S(=O)(=O)Nc2ccc(N3CCOCC3)cc2)cc1[N+](=O)[O-]	10	3	0	1	-3
31	Cc1nnc2ccc(-c3ccc(NC(=O)c4ccco4)cc3)nn12	9	-1	1	12	0
32	CCOC(=O)C1CCN(c2nc(-c3ccc(Br)cc3)nc3ccccc23)CC1	0	-4	-1	-3	-4

entry	PME-1 inh	pPAFAH inh	PAFAH2 inh	Fam108B inh
25	0	6	-6	-3
26	3	4	0	2
27	5	4	-5	-3
28	7	10	8	6
29	4	-1	-2	5
30	2	-2	0	4
31	-14	0	6	0
32	-3	3	0	-8

Next section
entry	Molecule	GSTO1 counter	LYPLA1 inh	PAFAH1B2 FP inh	PAFAH1B3 inh	PAD4 inh
33	N/C(Cc1nc(-c2ccc(F)cc2)cs1)=N\O	-1	3	.	.	-4
34	CCN1C(=O)/C(=C\C(=O)c2cccs2)c2cc(Br)ccc21	-3	-2	7	5	-9
35	O=C(Nc1ccc2c(c1)nc1n2CCCCC1)c1cc(S(=O)(=O)N2CCOCC2)ccc1Cl	14	0	6	10	1
36	O=C(CSc1nnnn1C1CCCCC1)Nc1nc2c(s1)CCCC2	4	-10	6	15	-2
37	CCCCC1(O)CC(C(F)(F)F)=NN1C(=O)COc1ccccc1 (centres undefined)	9	3	-1	0	4
38	COc1ccc(C2c3ccc(O)cc3Oc3ncn(CCN4CCOCC4)c(=N)c32)cc1OC (centres undefined)	-6	1	8	17	-4
39	CCOC(=O)C1CCCc2c1[nH]c1c(C(=O)O)cccc21 (centres undefined)	1	4	2	9	7
40	O=C(NCC1CC1)Nc1cccc(Cl)c1	3	4	7	-1	4

entry	PME-1 inh	pPAFAH inh	PAFAH2 inh	Fam108B inh
33	1	2	.	-1
34	-6	8	0	-6
35	-1	2	-7	-1
36	-2	-3	4	-1
37	3	1	9	0
38	-1	2	12	-3
39	1	1	5	-3
40	-4	3	-8	0

New compounds follow:
entry	Molecule	GSTO1 counter	LYPLA1 inh	PAFAH1B2 FP inh	PAFAH1B3 inh	PAD4 inh
41	CCOP(=O)(OCC)c1ccc2c(c1)C(=O)c1ccccc1CC2	.	0	1	-6	0
42	C#CCOCCOCCOCCNc1nc(N2CCN(C(=O)[C@H](CO)n3cc([C@@H](N)C(C)C)nn3)CC2)nc(N2CCN(C(=O)[C@H](CCCCN)n3cc([C@@H](N)[C@H](C)CC)nn3)CC2)n1	.	.	0	1	2
43	COc1ccc(-c2oc3ccccc3c2C(=O)OCc2ccccc2)cc1	0	0	-6	5	1
44	CCN(CC(=O)Nc1ccc(NC(C)=O)cc1)C(=O)c1ccccc1CCc1ccccc1	0	-3	0	9	-3
45	CC1=C/C(=N\NC(=O)c2cccs2)CC(C)(C)C1	-2	2	3	9	-5
46	O=C(COC(=O)CNC(=O)c1ccccc1Cl)NC1CCCC1	.	.	1	5	-3
47	COc1ccc(-c2csc(N(CC3CCCO3)C(=O)c3ccc(C)cc3)n2)cc1 (centres undefined)	-3	-2	6	8	-2
48	CC1CCN(C(=O)CSc2ccc(-c3cccnc3)nn2)CC1	-2	0	1	4	-3

entry	PME-1 inh	pPAFAH inh	PAFAH2 inh	Fam108B inh
41	6	0	0	.
42	.	-2	0	.
43	1	-3	0	0
44	-4	5	4	-2
45	-3	3	16	-1
46	.	2	4	.
47	-8	4	-1	-5
48	0	-3	0	0

Later entries:
entry	Molecule	GSTO1 counter	LYPLA1 inh	PAFAH1B2 FP inh	PAFAH1B3 inh	PAD4 inh
49	O=C(NCCc1ccccc1)C1CCCN(S(=O)(=O)c2cnc[nH]2)C1 (centres undefined)	6	6	6	6	-6
50	Cn1c(SCC(=O)Nc2ccc3c(c2)OCCO3)nnc1-c1ccccn1	2	3	6	-1	-4
51	CCc1c(C)sc(NC(=O)c2cccs2)c1C#N	-12	-3	5	2	-1
52	Cc1ccc(NC(=O)c2cc(=O)[nH]c3ccc(S(=O)(=O)N4CCOCC4)cc23)cc1	.	3	6	-2	5
53	COc1cc(COCC(O)CN2CCN(Cc3ccc4c(c3)OCO4)CC2)cc(OC)c1OC (centres undefined)	3	-2	2	0	-1

entry	PME-1 inh	pPAFAH inh	PAFAH2 inh	Fam108B inh
49	-1	0	-1	-2
50	-6	1	2	0
51	4	7	10	9
52	6	-1	-1	.
53	-2	0	1	-1
